T cruzi growth = blocks T. cruzi growth in NIH3T3 culture; T. cruzi beta-gal in NIH3T3, GalScreen luminescence, 90 h; AID 624255; inhibition, % at 8.34 µM; hit rate 5.9% among 77,000;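 active means mean inhibition above about 93%, with at least 55% of replicates each passing it, limit read from the data, passing the limit was not always enough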
Pf Dd2 inh = P. falciparum Dd2 growth inhibition; SYBR Green, 72 h; stronger effect = lower value; activity change, % at 10 µM; hit rate 2.3% among 94,000; AID 1159554; in the data active means activity change below about -80%
C diff growth = blocks growth of Clostridium difficile; growth activity, negative = inhibition, % at 16 µg/mL (by protocol); Clostridium difficile clinical isolate growth, OD600, 24 h; stronger effect = lower value; hit rate 0.25% among 86,000;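 active means mean growth activity at or below -80% and every replicate also at or below -80%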;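 further: 0% = DMSO wells and -100% = levofloxacin 16 µg/mL wells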
KDM4C inh = blocks human GASC-1 (KDM4C) demethylase activity; Q9H3R0; GST-KDM4C 2-372, H3K9me3 peptide, LANCE TR-FRET; inhibition, % at 12.5 µM; hit rate 0.15% among 96,000; AID 720574;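 active means mean replicate inhibition above about 25%, with at least 55% of replicates also reaching it, limit read from the data, passing the limit was not always enough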
Target sequence (Q9H3R0 2-372 limits assumed): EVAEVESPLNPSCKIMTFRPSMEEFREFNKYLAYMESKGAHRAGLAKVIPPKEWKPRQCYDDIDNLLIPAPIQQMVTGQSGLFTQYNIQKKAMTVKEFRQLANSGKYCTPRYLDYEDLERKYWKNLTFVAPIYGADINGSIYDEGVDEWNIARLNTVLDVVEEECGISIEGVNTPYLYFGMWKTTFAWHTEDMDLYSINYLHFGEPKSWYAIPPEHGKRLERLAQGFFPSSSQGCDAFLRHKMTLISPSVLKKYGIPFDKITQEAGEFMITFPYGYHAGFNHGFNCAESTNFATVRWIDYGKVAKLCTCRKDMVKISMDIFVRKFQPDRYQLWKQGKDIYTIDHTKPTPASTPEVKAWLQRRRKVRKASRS
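Test system – GST-tagged GASC-1 (JMJD2C) catalytic fragment, aa 2-372 · Medium – HEPES buffer, pH 7.5, plus ascorbate · Reagent – H3K9me3 peptide with Fe(II)/2OG · Compound – one test concentration per compound · Timing – 30 min reaction, 60 min detection, RT · Technique – TR-FRET with Eu antibody and ULight streptavidin, EDTA stop · Read-out basis – inhibition from TR-FRET ratio decrease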
Numbers without * were called inactive; · = no result given; & = joins results of further samples.

#	mol	T cruzi growth	Pf Dd2 inh	C diff growth	KDM4C inh
1	CN(C)C(=O)c1ccc(-c2ccc([C@H]3[C@@H](C#N)N(C(=O)C4CCC4)[C@H]3CO)cc2)cc1	12	-14	2	0.4
2	C[C@H]1CN([C@@H](C)CO)C(=O)CCCn2cc(nn2)CO[C@@H]1CN(C)S(=O)(=O)c1ccccc1C#N	·	16	-1	-0.8
3	Cc1noc(C)c1NC(=O)N(C)C[C@@H]1Oc2c(NC(=O)NC3CCCCC3)cccc2C(=O)N([C@H](C)CO)C[C@@H]1C	17	8	1	3.1
4	CN1c2ccc(-c3ccccc3F)cc2[C@@H]2[C@@H](CCN2C(=O)c2cccc(F)c2)[C@@H]1CO	76	-48	11	-4.7
5	O=C(C[C@@H]1C[C@H]2c3cc(NC(=O)C4CCOCC4)ccc3O[C@H]2[C@@H](CO)O1)NC1CCCCC1	4	25	-6	0.8
6	CNC[C@@H]1OCCCC[C@@H](C)Oc2ccc(NC(=O)NC3CCCCC3)cc2C(=O)N([C@@H](C)CO)C[C@H]1C	6	·	3	0.4
7	Cc1ccccc1-c1ccc2c(c1)O[C@H](CN(C)CC1CC1)[C@H](C)CN([C@@H](C)CO)S2(=O)=O	15	-44	-10	-0.6
8	CCNC(=O)C[C@@H]1CC[C@H]2[C@@H](COC[C@@H](O)CN2C(=O)c2cccnc2)O1	15	6	·	0.3
9	C[C@@H]1CN([C@H](C)CO)C(=O)Cc2cc(NC(=O)Cn3cnnn3)ccc2O[C@H]1CN(C)Cc1ccccc1	27	-12	-1	0.2
10	C[C@H]1CN([C@@H](C)CO)C(=O)Cc2cc(NC(=O)Cc3cn(C)c4ccccc34)ccc2O[C@@H]1CN(C)C(=O)Nc1ccccc1	6	-33	4	-1.1
11	Cc1ccccc1-c1ccc([C@H]2[C@@H](CO)N3CCCCN(C(=O)Nc4ccc(F)cc4)C[C@@H]23)cc1	104*	12	0	-1.0
12	Cc1ccc(-c2ccc([C@H]3[C@@H](CO)N4CCCCN(C(=O)Nc5cccc(F)c5)C[C@H]34)cc2)cc1	107*	-27	-96*	13
13	C[C@H]1CN([C@@H](C)CO)C(=O)c2cc(NS(C)(=O)=O)ccc2O[C@@H]1CN(C)S(=O)(=O)c1cn(C)cn1	-78	10	·	-0.8
14	C[C@@H]1CCCCO[C@@H](CN(C)S(=O)(=O)c2ccc(Cl)cc2)[C@H](C)CN([C@H](C)CO)C(=O)c2cc(NC(=O)c3ccccc3)ccc2O1	90	-85*	2	-1.9
15	CO[C@H]1CN(C)C(=O)c2cc(NC(C)=O)ccc2OC[C@@H](C)N(C(=O)CC2CC2)C[C@H]1C	9	-12	-2	38*

Continued.
#	mol	T cruzi growth	Pf Dd2 inh	C diff growth	KDM4C inh
16	Cc1ccc(-c2ccc3c(c2)O[C@H](CN(C)Cc2cccc(C(=O)O)c2)[C@@H](C)CN([C@@H](C)CO)S3(=O)=O)cc1	31	-7	-5	5.0
17	C[C@H]1CN([C@@H](C)CO)C(=O)CCCn2nncc2CO[C@H]1CN(C)Cc1ccc(C(=O)O)cc1	·	23	-10	0.5
18	Cn1cnc(S(=O)(=O)N[C@H]2C=C[C@H](CC(=O)Nc3ccccc3)O[C@@H]2CO)c1	·	·	-2	-0.8
19	C[C@H]1CN([C@@H](C)CO)C(=O)CCCn2cc(nn2)CO[C@@H]1CN(C)S(=O)(=O)c1ccc(F)cc1	-28&1	2&-12	-6	-0.9
20	COCC#Cc1ccc([C@H]2[C@@H](CO)N3C(=O)CN(C(=O)C4CCOCC4)C[C@H]23)cc1	·	31	4	0.9
21	COc1ccccc1S(=O)(=O)N1CC[C@@H]2[C@H]1c1cc(-c3ccccc3)ccc1N(C)[C@H]2CO	89	20	11	-2.9
22	COc1ccccc1CNC(=O)C[C@@H]1C[C@H]2c3cc(NC(=O)Nc4ccc(C(F)(F)F)cc4)ccc3O[C@H]2[C@H](CO)O1	88	-53	1	-1.2
23	CC(C)NC(=O)N(C)C[C@H]1OCCCC[C@@H](C)Oc2ccc(NS(=O)(=O)c3cn(C)cn3)cc2C(=O)N([C@@H](C)CO)C[C@H]1C	·	17	6	-3.1
24	C[C@H](CO)N1C[C@H](C)[C@@H](CN(C)Cc2ccccc2)Oc2cc(C3=CCCCC3)ccc2S1(=O)=O	116*	-57	·	0.3
25	C[C@H](CO)N1C[C@H](C)[C@@H](CN(C)Cc2ccc(Cl)c(Cl)c2)Oc2ccc(NC(=O)Nc3ccc(F)cc3)cc2CC1=O	-18	-45	54	-1.0
26	COCC(=O)N(C)C[C@@H]1Oc2cc(C3=CCCC3)ccc2S(=O)(=O)N([C@@H](C)CO)C[C@@H]1C	·	-5	2	0.7
27	O=C(C[C@H]1CC[C@@H]2[C@H](COC[C@@H](O)CN2Cc2ccc3c(c2)OCO3)O1)Nc1ccc(-c2ccccc2)cc1	89	-32	80&18	2.1
28	C[C@@H]1CN([C@H](C)CO)C(=O)c2ccccc2-c2ccccc2CO[C@@H]1CN(C)C(=O)Cc1ccccc1	102*	0	-4	0.9
29	CN1C(=O)c2cc(NC(=O)Nc3ccc(Cl)cc3)ccc2OC[C@H]2O[C@@H](CC(=O)NCCN3CCCCC3)CC[C@H]21	-12	0	22	0.0
30	C[C@H]1CN([C@@H](C)CO)C(=O)c2cccc(NC(=O)Nc3cccc4ccccc34)c2O[C@H]1CN(C)Cc1ccc(C(=O)O)cc1	58	-5	-3	0.9

Continued; the last 6 above are carried over.
#	mol	T cruzi growth	Pf Dd2 inh	C diff growth	KDM4C inh
25	C[C@H](CO)N1C[C@H](C)[C@@H](CN(C)Cc2ccc(Cl)c(Cl)c2)Oc2ccc(NC(=O)Nc3ccc(F)cc3)cc2CC1=O	-18	-45	54	-1.0
26	COCC(=O)N(C)C[C@@H]1Oc2cc(C3=CCCC3)ccc2S(=O)(=O)N([C@@H](C)CO)C[C@@H]1C	·	-5	2	0.7
27	O=C(C[C@H]1CC[C@@H]2[C@H](COC[C@@H](O)CN2Cc2ccc3c(c2)OCO3)O1)Nc1ccc(-c2ccccc2)cc1	89	-32	80&18	2.1
28	C[C@@H]1CN([C@H](C)CO)C(=O)c2ccccc2-c2ccccc2CO[C@@H]1CN(C)C(=O)Cc1ccccc1	102*	0	-4	0.9
29	CN1C(=O)c2cc(NC(=O)Nc3ccc(Cl)cc3)ccc2OC[C@H]2O[C@@H](CC(=O)NCCN3CCCCC3)CC[C@H]21	-12	0	22	0.0
30	C[C@H]1CN([C@@H](C)CO)C(=O)c2cccc(NC(=O)Nc3cccc4ccccc34)c2O[C@H]1CN(C)Cc1ccc(C(=O)O)cc1	58	-5	-3	0.9
31	CNC[C@@H]1Oc2c(NC(=O)c3cnccn3)cccc2C(=O)N([C@H](C)CO)C[C@H]1C	-3	24	10	0.0
32	C[C@@H]1CN([C@@H](C)CO)C(=O)Cc2cc(NC(=O)CCCCCC(=O)Nc3ccccc3N)ccc2O[C@H]1CN(C)C(=O)Nc1ccc2c(c1)OCO2	·	38	6	1.2
33	CC(C)CC#Cc1ccc2c(c1)O[C@@H](CN(C)C(=O)c1ccccn1)[C@@H](C)CN([C@@H](C)CO)S2(=O)=O	52	-29	-1	-2.3
34	COc1ccc(S(=O)(=O)N(C)C[C@@H]2OCCCC[C@@H](C)Oc3ccc(NS(=O)(=O)c4cn(C)cn4)cc3C(=O)N([C@@H](C)CO)C[C@@H]2C)cc1	-1	-21	-11	3.4
35	Cc1ccc(S(=O)(=O)NCC[C@@H]2CC[C@H](NC(=O)Nc3cccc(F)c3)[C@H](CO)O2)cc1	-19	-23	-1	0.4
36	CN(C)C(=O)c1cccc(-c2ccc(C3[C@H]4CNC[C@@H]3N4Cc3cccnc3)cc2)c1 (stereo partly specified)	·	7	-6	0.5
37	CO[C@H]1CN(C)C(=O)c2cc(NC(=O)Nc3ccccc3F)ccc2OC[C@@H](C)N(C)C[C@@H]1C	-50	25	·	0.1
38	CCCC#Cc1ccc2c(c1)O[C@@H](CN(C)C(=O)c1ccncc1)[C@@H](C)CN([C@H](C)CO)S2(=O)=O	110*	-42	8	-2.5
39	C[C@@H]1CN([C@@H](C)CO)C(=O)c2cc(/C=C/c3ccccc3)cnc2O[C@H]1CN(C)C(=O)C1CCC1	62	-56	-5	0.5
40	Cc1ccc(S(=O)(=O)N[C@H]2C=C[C@@H](CC(=O)NCc3ccncn3)O[C@H]2CO)cc1	27	25	1	2.8
41	COc1ccccc1NC(=O)N1C[C@H](O)COC[C@@H]2O[C@H](CC(=O)N3CCC(Cc4ccccc4)CC3)CC[C@H]21	59	5	3&-30	-1.5
42	C[C@@H]1CN([C@@H](C)CO)C(=O)Cc2cc(NC(=O)CCN3CCOCC3)ccc2O[C@H]1CN(C)C(=O)Nc1ccc(C(F)(F)F)cc1	-3	-31	2	0.0
43	C[C@H](CO)N1C[C@H](C)[C@@H](CN(C)Cc2ccncc2)Oc2c(NS(C)(=O)=O)cccc2C1=O	46&-24	-24&6	-2&0	9.5
44	Cc1ccc(S(=O)(=O)N(C)C[C@@H]2OCCCC[C@H](C)Oc3ccc(NS(=O)(=O)c4cn(C)cn4)cc3C(=O)N([C@@H](C)CO)C[C@@H]2C)cc1	21	-39	-4	-0.1
45	O=C(C1CCOCC1)N1CC[C@H]2[C@H](CO)Nc3ccc(-c4ccc(F)cc4)cc3[C@H]21	101*	0	-9	-0.7

The listing continues:
#	mol	T cruzi growth	Pf Dd2 inh	C diff growth	KDM4C inh
46	O=C(O)[C@@H]1[C@@H](CO)[C@@H]2Cn3c(ccc(-c4cncnc4)c3=O)[C@@H]2N1C(=O)C1CCCC1	·	26	-3	0.1
47	C[C@H](CO)N1C[C@H](C)[C@@H](CN(C)S(=O)(=O)c2ccc(F)cc2)Oc2c(NC(=O)c3nc4ccccc4s3)cccc2C1=O	78	-27	-3	0.2
48	C[C@@H]1CN([C@@H](C)CO)C(=O)c2cc(Br)cnc2O[C@H]1CN(C)C(=O)c1ccncc1	0	15	-2	0.2
49	COc1ccc(NC(=O)Nc2ccc3c(c2)CC(=O)N([C@@H](C)CO)C[C@@H](C)[C@H](CN(C)CC2CC2)O3)cc1	26	-41	-3	-0.5
50	COc1ccc(S(=O)(=O)Nc2ccc3c(c2)C(=O)N([C@H](C)CO)C[C@H](C)[C@H](CN(C)C(=O)c2ccncc2)OCCCC[C@H](C)O3)cc1	29	-38	-8	0.6
51	C[C@H]1CN([C@@H](C)CO)C(=O)c2cc(-c3ccc(F)cc3)cnc2O[C@H]1CN(C)C(=O)Cc1ccccc1	11	-50	4	0.8
52	CNC[C@H]1OCCCC[C@@H](C)Oc2ccc(NS(C)(=O)=O)cc2C(=O)N([C@H](C)CO)C[C@H]1C	101*	-30	-5	1.5
53	Cc1ccc(S(=O)(=O)N(C)C[C@@H]2Oc3ccc(NS(=O)(=O)c4c(C)noc4C)cc3CC(=O)N([C@@H](C)CO)C[C@@H]2C)cc1	45	-49	15	-0.9
54	CC=Cc1ccc2n(c1=O)C[C@@H]1[C@@H](CO)[C@H](C(=O)NCc3ccncc3)N(Cc3ccncc3)[C@H]21 (mixture of isomers)	24	12	1	6.5
55	COc1ccc(S(=O)(=O)Nc2ccc3c(c2)OC[C@H](C)NC[C@H](C)[C@@H](OC)CN(C)C3=O)cc1	·	19	-2	-2.6
56	CC(C)CC#Cc1ccc2c(c1)O[C@H](CN(C)C(=O)Cc1ccccn1)[C@H](C)CN([C@H](C)CO)S2(=O)=O	32	-16	-6	-0.7
57	O=C(N[C@H]1C=C[C@@H](CC(=O)N2CCCCC2)O[C@@H]1CO)c1cccc(F)c1	-44	7	1	2.4
58	C[C@@H]1CCCCO[C@H](CN(C)C(=O)Cc2ccccc2)[C@@H](C)CN([C@@H](C)CO)C(=O)c2cc(NC(=O)Cc3ccccc3)ccc2O1	48	-62	-5	1.4
59	C/C=C/c1ccccc1[C@H]1[C@@H](CO)N(C(=O)Nc2ccccc2F)[C@H]1C#N	·	2	16	-1.4
60	Cc1ccc(S(=O)(=O)Nc2ccc3c(c2)C(=O)N([C@@H](C)CO)C[C@H](C)[C@@H](CN(C)CC2CC2)OCCCC[C@H](C)O3)cc1	30	-76	2	-0.7

Results in sequence from the entries so far.
Entries 18–27 in T cruzi growth, in turn: ·, -28&1, ·, 89, 88, ·, 116*, -18, ·, 89

Next results
#	mol	T cruzi growth	Pf Dd2 inh	C diff growth	KDM4C inh
61	Cc1noc(C)c1S(=O)(=O)Nc1ccc2c(c1)C(=O)N([C@H](C)CO)C[C@@H](C)[C@@H](CN(C)S(=O)(=O)c1cn(C)cn1)OCCCC[C@@H](C)O2	26	-12	12	0.1
62	Cc1noc(C)c1S(=O)(=O)N(C)C[C@H]1OCCCC[C@H](C)Oc2ccc(NC(=O)Cc3ccccc3)cc2C(=O)N([C@@H](C)CO)C[C@@H]1C	69	-70	6	1.0
63	COCC#Cc1ccc2c(c1)O[C@@H](CN(C)Cc1ccc(F)cc1)[C@H](C)CN([C@@H](C)CO)S2(=O)=O	85	-74	-4	-1.6
64	C[C@@H]1CCCCO[C@H](CN(C)C(=O)Nc2ccc3c(c2)OCO3)[C@@H](C)CN([C@H](C)CO)C(=O)c2cc(NS(=O)(=O)c3ccc(F)cc3)ccc2O1	26	-35	-18	·
65	C[C@H]1CN([C@@H](C)CO)C(=O)c2cccc(NC(=O)C3CCCCC3)c2O[C@@H]1CN(C)Cc1ccccc1	92	-48	5	-4.4
